PTAP TSG101 blk – qHTS Assay for Iinhibitors of HIV-1 Budding by Blocking the Interaction of PTAP/TSG101 | Fluorescence polarization, FITC-PTAP peptide / Tsg101 binding | 340,000 tested, under 10 active | Potency, µM (highest dose often 115 µM), for the others: at the highest dose activity change, negative = inhibition, usual class: inhibitors | Tumor susceptibility gene 101 protein (Homo sapiens), Q99816; active = well fitted inhibition curve with a large enough effect in the main read-out, with a control signal flat, not every such curve was filed as active; inconclusive = small, poorly fitted or top-dose-only effect, or effect the other way, or a change in a side signal; inactive = no such curve, though single readings can be large or run the other way; also: potency is read from the fitted curve at half-maximal effect; % of control where 0% means no effect
Target sequence (Q99816 whole entry, looked up): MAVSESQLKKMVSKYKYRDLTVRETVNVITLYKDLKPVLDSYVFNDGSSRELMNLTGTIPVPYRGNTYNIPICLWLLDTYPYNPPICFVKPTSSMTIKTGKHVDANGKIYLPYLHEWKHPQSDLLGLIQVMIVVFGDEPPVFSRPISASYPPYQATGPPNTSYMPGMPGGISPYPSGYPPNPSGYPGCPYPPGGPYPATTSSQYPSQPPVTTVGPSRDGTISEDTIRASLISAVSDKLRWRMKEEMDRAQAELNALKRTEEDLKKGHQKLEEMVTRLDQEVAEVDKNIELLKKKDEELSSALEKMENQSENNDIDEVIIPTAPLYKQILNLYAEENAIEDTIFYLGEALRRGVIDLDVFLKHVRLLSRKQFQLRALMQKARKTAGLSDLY
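Fluorescence polarization binding of Tsg101 binding domain (10 uM final) to FITC-labeled PTAP peptide (50 nM final) in HEPES pH 7.5 buffer with NaCl, Tween 20, EDTA, TCEP. Compounds added before peptide; binding 20 min at RT.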
TSHR antag – Antagonists of the Thyroid Stimulating Hormone Receptor: HTS campaign | hit rate 0.2% among 330,000 | Thyrotropin receptor (Homo sapiens), P16473 | TSHR-expressing cells, TSH-stimulated cAMP HTRF, 2 h; stronger effect = lower value | activity change, negative = inhibition, % at 11.5 µM;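 active = activity change below a set negative limit, meaning inhibition stronger than a set level, cut at about -70% in these data; inconclusive = activity change between two set negative limits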; also: % is scaled to controls: 0 for no effect and ±100 for the full control effect
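Freshly harvested TSHR cells receive pin-tooled compound, then EC80 TSH at 4nM final. After 2 hours at 37 deg C, antibody in lysis buffer and cAMP-d2 are added; 30 minutes at ambient temperature precede the HTRF read.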
Integrin act MD – qHTS for Activators of Integrin-Mediated Alleviation for Muscular Dystrophy; hit rate 0.064% among 350,000; Potency, µM (highest dose often 38.3 µM), without a hit: top-dose activation, hits mostly activators; alpha7betagal myoblasts, beta-gal FDG fluorescence, 48 h;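 also: potency is read from the fitted curve at half-maximal effect; 100% = response of the positive control SU9516; nearly all actives have a fitted effect of over 60% in size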
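alpha7betagal+/- myoblasts (passage 13, 250/well) treated 48 h at 37C with compounds at 1:260 dilution of DMSO stock. Lysed, then beta-galactosidase activity read as FDG fluorescence (ex 480/em 540) after 30 min, with pre-read for autofluorescence.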
MBNL1-CUG inh – qHTS Assay for Inhibitors of MBNL1-poly(CUG) RNA binding; Muscleblind-like protein 1 (Homo sapiens), Q9NR56; TR-FRET MBNL1-His/biotin-(CUG)12 binding, 665/545 ratio; Potency, µM (series often up to 57.5 µM), without a hit: at the top dose activity change, negative = inhibition, actives largely listed as inhibitors; hit rate 0.036% among 280,000; active = well fitted inhibition curve with a large enough effect in the signal ratio, with a control signal flat, not every such curve was filed as active; inconclusive = small, poorly fitted or top-dose-only effect, or effect the other way, or a change in a side signal; inactive = no such curve, though single readings can be large or run the other way; the % refers to the signal ratio; also: potency is read from the fitted curve at half-maximal effect; % is scaled to controls: 0 for no effect and ±100 for the full control effect
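Ratiometric TR-FRET (665 over 545 nm, excitation 340 nm) tracks disruption of MBNL1-His/biotin-(CUG)12 complex after 60 min at room temperature, with compounds at 92 nM to 58 uM final.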
TCR activator – Activators of T cell receptors: qHTS campaign; primary human leukocytes, anti-CD3, IL-2 HTRF, 48 h; Potency, µM (titrated, usually from 9.22 µM), inactives show at the highest dose activation of IL-2 secretion, usual class: activators; 330,000 tested, under 10 active; also: % of control where 0% means no effect
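HTRF read-out of IL-2 secretion: europium cryptate donor excited at 320nm, d2 acceptor emission at 665nm. Cells were primary human leukocytes incubated 48 hr with compounds and a-CD3 beads, supplying TCR signal only.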
CXXC DNA block – qHTS Fluorescence Polarization Assay for Inhibitors of MLL CXXC domain - DNA interaction; MLL-CXXC / FITC-HOXA9 DNA fluorescence polarization; Potency, µM (titrated, usually from 115 µM), without a hit: at the top dose activity change, negative = inhibition, hits mostly inhibitors; AID 2662, 2010; hit rate 0.037% among 290,000; active = well fitted inhibition curve with a large enough effect in the polarisation, with a control signal flat, not every such curve was filed as active; inconclusive = small, poorly fitted or top-dose-only effect, or effect the other way, or a change in a side signal; inactive = no such curve, though single readings can be large or run the other way; the % refers to the polarisation; also: potency is read from the fitted curve at half-maximal effect
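Steps: dispense CXXC domain solution (7 uM) → pin compounds or unlabeled HOX-A9 DNA control → 5 min ambient → add FLSN-HOX-A9 solution (50 nM) → spin → 30 min ambient → fluorescence polarization. Tris pH 7.5/NaCl/DTT/BSA buffer.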
S-ASM inh – Inhibitors of Secretory Acid Sphingomyelinase (S-ASM): qHTS; Sphingomyelin phosphodiesterase (Homo sapiens), P17405; placental ASM, HMU-PC fluorogenic substrate, 60 min; Potency, µM (doses to about 57.5 µM), for the others: at the top dose activity change, negative = inhibition, usual class: inhibitors; hit rate 0.006% among 340,000; also: potency is read from the fitted curve at half-maximal effect
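Fluorogenic HMU-PC substrate (9 uM final) is turned over by placental ASM in 60 min at 37 C after a 10 min compound preincubation. Reaction ended by alkaline stop (pH 10), with fluorescence read at 386/447 nm.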
Mito fusion yeast – qHTS Assay for Small Molecule Inhibitors of Mitochondrial Division or Activators of Mitochondrial Fusion | hit rate 0.23% among 320,000 | Potency, µM (highest dose often 46.1 µM), without a hit: top-dose growth rescue (activation), most hits filed as activators | S. cerevisiae fusion-defective mutant growth rescue, CellTiterGlo 48 h;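 also: potency is read from the fitted curve at half-maximal effect; % of control where 0% means no effect; nearly all actives have a fitted effect of over 45% in size; temperature-sensitive fusion mutants such as fzo1-1 at 37 °C on non-fermentable ethanol glycerol medium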
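Yeast fusion mutant, YPEG (non-fermentable carbon), compound, 48 h at 37C non-permissive; CellTiterGlo added, 10 min RT, luminescence read. Rescued growth = division inhibition.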
Menin MLL FP TR – qHTS Assay for Inhibitors Targeting the Menin-MLL Interaction in MLL Related Leukemias: Competition With Texas Red Labeled MLL-derived Mutant Peptide. O00255. AID 1768, 2009. Menin + Texas Red MLL mutant peptide, fluorescence polarization. Potency, µM (highest dose often 61.6 µM), for the others: top-dose FP activity change, negative = inhibition, usual class: inhibitors. hit rate 0.23% among 270,000; active = well fitted inhibition curve with a large enough effect in the polarisation, with a control signal flat, not every such curve was filed as active; inconclusive = small, poorly fitted or top-dose-only effect, or effect the other way, or a change in a side signal; inactive = no such curve, though single readings can be large or run the other way; the % refers to the polarisation; also: potency is read from the fitted curve at half-maximal effect; % of control where 0% means no effect; many of its hits are not listed in these tables
Target sequence (O00255 whole entry, looked up): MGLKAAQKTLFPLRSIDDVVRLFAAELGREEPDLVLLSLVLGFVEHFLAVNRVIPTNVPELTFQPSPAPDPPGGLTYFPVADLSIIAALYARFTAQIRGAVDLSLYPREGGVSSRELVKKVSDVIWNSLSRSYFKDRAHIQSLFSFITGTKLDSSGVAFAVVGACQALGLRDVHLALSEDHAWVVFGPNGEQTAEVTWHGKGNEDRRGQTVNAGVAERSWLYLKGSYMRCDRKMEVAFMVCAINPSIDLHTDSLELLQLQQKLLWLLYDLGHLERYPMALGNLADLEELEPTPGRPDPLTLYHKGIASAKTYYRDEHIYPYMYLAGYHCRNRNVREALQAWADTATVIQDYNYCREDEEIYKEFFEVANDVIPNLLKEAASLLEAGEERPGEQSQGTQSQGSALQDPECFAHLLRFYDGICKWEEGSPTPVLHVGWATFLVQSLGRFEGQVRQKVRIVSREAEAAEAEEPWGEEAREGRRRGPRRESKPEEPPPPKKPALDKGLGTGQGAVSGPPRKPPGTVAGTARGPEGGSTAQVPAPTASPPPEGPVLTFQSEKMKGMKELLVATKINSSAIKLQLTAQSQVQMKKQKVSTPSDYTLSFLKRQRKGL
AT treatment – qHTS Assay for Identifying a Potential Treatment of Ataxia-Telangiectasia; hit rate 0.19% among 320,000; Potency, µM (titrated, usually from 57.5 µM), for inactives: at the highest dose activation, actives largely listed as activators; AID 485349, 2010; […] A-T fibroblasts, KAP-1 phosphorylation AlphaLISA; neocarzinostatin DNA damage 30 min before lysis; also: potency is read from the fitted curve at half-maximal effect; % of control where 0% means no effect; nearly all actives have a fitted effect of over 45% in size
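ATM-like activity read as KAP-1 phosphorylation via AlphaLISA donor/acceptor antibody pairs after lysis and 6 hr at 25C. Cells were ATM-null patient fibroblasts ([…], hTERT), dosed 60 min, then exposed to the DSB inducer NCS for 30 min.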
The depositor's hits bear a star; i = inactive; ? = inconclusive; . = not tested or not shown; [ ] = remark or other dose. Unless noted, calls follow the shape of the dose curve; as a rule, active = well fitted curve in the direction sought with a large enough effect; inconclusive = small, poorly fitted or top-dose-only effect, or another doubt; inactive = no such curve, though single readings can be large; an effect the other way counts as inactive or inconclusive. These rows are one share of the data. The share of hits here may be higher or lower than overall.

SMILES	PTAP TSG101 blk	TSHR antag	Integrin act MD	MBNL1-CUG inh	TCR activator	CXXC DNA block	S-ASM inh	Mito fusion yeast	Menin MLL FP TR	AT treatment
CCn1c(SCC(=O)NNC(=O)c2ccc(OC)cc2)nnc1C(C)C	1%	-4	-38%	-1%	-3%	5%	5%	-2%	-3%	3%
CCN(CC)C(NC(=O)c1ccccc1)C(=O)c1ccccc1 (configuration not stated)	-3%	23	-15%	8%	7%	4%	2%	7%	1%	14%
O=C(COC(=O)Cn1nnc(-c2ccccc2)n1)Nc1ccccc1Br	0%	28	-21%	.	0%[46.1 µM]	.	0%	.	.	0%
O=C(NCc1ccccc1)c1ncn(Cc2ccccc2)c1C(=O)NCc1ccccc1	-1%	-16	0%	.	4%	.	-1%	9%	.	20%
NC(=O)CCn1c2ccccc2c2ccccc21	1%	2	11%	-2%	1%	-10%	-2%	-5%	6%	2%
Cc1ccc(C(C(=O)NC(C)(C)C)N(CC2CCCO2)C(=O)c2csnn2)cc1 (configuration not stated)	-4%	-2	0%	-3%	2%	4%	3%	6%	-10%	-4%
COc1cccc(-n2c(SCC(=O)NCC3CCCO3)nc3c([nH]c4ccccc43)c2=O)c1 (configuration not stated)	-3%	-3	-25%	8%	1%	11%	17%	0%	.	-1%
COc1ccc(OC)c(-n2nnnc2SCC(=O)Nc2ccc3c(c2)OCCO3)c1	-4%	-8	2%	7%	7%	21%	6%	-3%	-2%	5%
CCCN(CCC)CC(=O)NCC1(c2ccccc2)CCOCC1	-4%	16	6%	-1%	9%[46.1 µM]	3%	-2%	-2%	0%	3%
CCCC(NC(=O)C(C)N1CCN(S(=O)(=O)c2ccccc2)CC1)c1ccccc1 (configuration not stated)	-1%	2	-6%	.	-7%	.	-2%	-4%	.	-4%
COC(=O)CCc1c(C)nn(-c2ccccc2)c1C	1%	-5	13%	-6%	1%	-5%	2%	-1%	6%	0%
CC(C)(C)c1cc(CN(CCO)CCO)c(O)c(C(C)(C)C)c1	4%	7	3%	-19%	2%	-6%	2%	-3%	.	5%
Cc1cccc(S(=O)(=O)Nc2ccc(-c3ccc4nncn4n3)cc2)c1	-1%	-14	-21%	.	-4%	.	-3%	2%	.	3%
CN(C)S(=O)(=O)c1cccc(NC(=O)c2cc(=O)[nH]c3ccccc23)c1	-3%	-2	-9%	3%	-5%	-24%	7%	0%	7%	5%
COC(=O)c1ccc(NC(=O)C(=O)c2cccn2C)cc1	-3%	-13	25%	?	-25%	19%	1%	1%	5%	0%
COc1ccc(N2CCN(CCCn3c(=S)[nH]c4ncccc4c3=O)CC2)cc1	-2%	22	-18%	-17%	7%	-6%	1%	-1%	-1%	2%
COCCOc1ccc(C(F)(F)F)cc1NC(=O)COC(=O)C12CC3CC(CC(O)(C3)C1)C2	-6%	-2	5%	-1%	0%	-21%	1%	4%	-6%	-4%
Cc1nc(Nc2ccc(O)cc2)c2c3c(sc2n1)CCCC3	0%	-15	-5%	0%	-3%	-9%	0%	-5%	.	11%
c1ccc2c(c1)CCCN2Cc1nnnn1CC1CCCO1 (configuration not stated)	?	3	-14%	13%	-3%	-27%	12%	-3%	-25%	8%
CCN(CC)S(=O)(=O)c1ccc(N2CCOCC2)c(NC(=O)C2CC2)c1	1%	-5	24%	.	1%	.	-2%	-4%	.	-7%
CC(C)(C)c1ccc(OCC(O)CN2CCN(C(=O)c3ccccc3)CC2)cc1 (configuration not stated)	-4%	16	-17%	?	-3%	-13%	-2%	7%	?	7%
CCCCCCNC(=O)Nc1ccccc1	-6%	-19	1%	-9%	-4%	-1%	0%	17%	-7%	15%
CN(CC(=O)Nc1cccc(F)c1)C(=O)CNS(=O)(=O)c1ccc(N(C)C)c([N+](=O)[O-])c1	0%	18	-58%[inhibitor]	.	.	.	-3%	-2%	.	-8%
O=C1OCCN1C(=O)[C@H]1[C@H](c2ccc(F)cc2)C(c2cccc(Cl)c2)=NN1c1ccc(Br)cc1	-2%	15	-3%	.	-4%[46.1 µM]	.	i	.	-30%	27%
CCOC(=O)Cn1c(=O)oc2cc(S(=O)(=O)N(C)c3ccc(OC)cc3)ccc21	-13%	3	-23%	6%	1%	2%	1%	-2%	.	9%
CC(C)c1nc2cc(C(=O)N3CCNC(=O)C3c3ccc(F)cc3)ccc2o1 (configuration not stated)	-2%	-10	-22%	3%	-5%	6%	2%	-1%	.	9%
CCC(C)(O)c1[nH]c2ccc(C(=O)OC)cc2c1C (configuration not stated)	-2%	11	27%	-4%	7%	-6%	-1%	-1%	-1%	-2%
CCOC(=O)C1(CC2CCCCO2)CCN(Cc2nc3ccccc3nc2C)CC1 (configuration not stated)	1%	4	-23%	-7%	-6%	-2%	0%	-1%	-2%	9%[11.5 µM]
CC1(C)CC2CC(C)(CN2S(=O)(=O)c2ccc(C(=O)Nc3cccc(S(=O)(=O)N4CCOCC4)c3)cc2)C1 (configuration not stated)	1%	-39	1%	-23%	-5%[46.1 µM]	7%	-6%	-1%	12%	-1%
Cc1noc(C(=O)Nc2ccc(F)c(Cl)c2)c1Cl	-3%	-4	9%	1%	-8%	-1%	-1%	-9%	7%	0%
O=C1C=CC2(C=C1)O[C@H](Cc1ccccc1)[C@@H](Cc1ccccc1)O2	2%	.	-51%[inhibitor]	.	-6%	.	-3%	.	.	.
COc1ccc2cc(OCC(=O)NNC(=O)Nc3ccc(F)cc3)ccc2c1	1%	24	5%	98%[activator]	-3%	27%	68%[activator]	1%	.	5%
COc1ccc(S(=O)(=O)NNC(=O)c2csc(-n3nc(C)cc3C(F)(F)F)n2)cc1OC	-3%	19	-20%	62%[activator]	0%	-5%	0%	2%	4%	10%
C=CCn1c(O)c(N=NC(=O)CNC(=O)/C=C/c2ccco2)c2ccccc21	-6%	-3	3%	?	3%	13%	-7%	0%	-10%	5%
CC(Sc1nnc(-c2ccccc2)c(-c2ccccc2)n1)C(=O)NCC1CCCO1 (configuration not stated)	-10%	-3	?	.	-1%	.	3%	.	.	3%
O=C(CCCCn1cnc2c(=S)nc[nH]c21)Nc1ccc(C(=O)O)cc1	-6%	.	15%	.	2%	.	-4%	.	.	.
O=c1nc(/C=C/c2cc([N+](=O)[O-])ccc2Cl)cc(C(F)(F)F)[nH]1	-7%	-4	-11%	4%	0%	-11%	-2%	-1%	4%	.
COc1ccc(C(CNC(=O)COc2ccccc2OC)N2CCCCC2)cc1 (configuration not stated)	-5%	-3	16%	-4%	5%	-6%	1%	-8%	.	4%
CN1CN(C)c2ccc([N+](=O)[O-])c3cccc1c23	-3%	-11	-7%	?	0%	7%	-10%	2%	-29%	-5%
CN(CCCNC(=O)CCC(=O)N1CCOc2ccc(Cl)cc21)Cc1ccccc1	-4%	5	-22%	9%	7%	.	2%	-1%	-10%	-5%
CC(C)CCNC(=O)CNC(=S)N(CCCN1CCOCC1)Cc1cccs1	-4%	-3	11%	.	2%	4%	4%	-3%	-2%	-4%
COc1cc(C(=O)N(CCc2ccccc2)C2CC3CCC(C2)N3C)cc(OC)c1OC (configuration not stated)	-4%	7	15%	7%	0%	9%	5%	-2%	-14%	9%
O=C(CSc1nc2ccccc2s1)N/N=C/c1ccccc1C(=O)O	-1%	0	5%	.	-4%	2%	-1%	2%	.	7%
CC1CCc2nc3ccc(S(=O)(=O)N4CCC(C(=O)NC5CCCC5)CC4)cc3c(C(=O)O)c2C1 (configuration not stated)	-1%	2	-4%	23%	-1%	-1%	8%	1%	5%	6%
